EBI2 antag: blocks human EBI2 receptor beta-arrestin signaling. P32249. EBI2 beta-arrestin recruitment, luminescence, 7a,25-OHC stimulated. inhibition, % at 5 µM. hit rate 0.81% among 360,000; in the data active = inhibition above about 38%;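 note: enzyme fragment complementation signal reports receptor beta-arrestin coupling in cells; 0% = agonist plus DMSO wells and 100% = wells without agonist; some results beyond the cut were filed as inactive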
Gli-Sufu antag: Gli-Sufu pathway antagonism; AID 588413; Sufu-KO-LIGHT fibroblasts, Gli luciferase reporter luminescence; inhibition, % at 5 µM; hit rate 0.74% among 340,000;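 active = inhibition above about 55%, limit read from the data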;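 note: 0% = DMSO-treated cells and 100% = wells with medium but no cells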
A3G deaminase: APOBEC3G (human) deaminase inhibition. Q9HC16. hit rate 0.28% among 330,000. inhibition, % at 20 µM. recombinant A3G, ssDNA deamination FAM/TAMRA fluorescence;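 active = inhibition of at least 40% at 20 µM, with no more than 30% in the related APOBEC3A deaminase screen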;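 note: plate controls were DMSO wells with A3G for no effect and wells lacking A3G enzyme for full effect; some compounds called inactive have numbers as strong as hits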
Target sequence (Q9HC16 whole entry, looked up): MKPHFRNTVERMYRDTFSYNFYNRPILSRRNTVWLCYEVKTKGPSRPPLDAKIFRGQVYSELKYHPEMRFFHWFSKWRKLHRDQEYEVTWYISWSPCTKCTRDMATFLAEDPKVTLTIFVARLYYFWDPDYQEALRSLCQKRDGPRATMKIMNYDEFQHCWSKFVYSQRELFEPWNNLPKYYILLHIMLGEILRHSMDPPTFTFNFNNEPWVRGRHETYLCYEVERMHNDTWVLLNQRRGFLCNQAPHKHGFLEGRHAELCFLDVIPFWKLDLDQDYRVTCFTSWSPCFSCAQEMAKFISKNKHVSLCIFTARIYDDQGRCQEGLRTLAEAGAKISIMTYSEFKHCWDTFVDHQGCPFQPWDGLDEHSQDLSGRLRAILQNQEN
A3A deaminase: inhibitors of human APOBEC3A DNA deaminase | P31941 | recombinant A3A, FAM/TAMRA ssDNA deamination fluorescence | inhibition, % at 20 µM | hit rate 0.41% among 330,000 | AID 493011;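 active = at least 40% inhibition at 20 µM here, with at most 30% in a related deaminase screen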;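 note: plate controls were A3A with DMSO for no effect and wells lacking A3A enzyme for full effect; some results filed as inactive read as strong as hits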
CXCR6 inh: blocks human CXCR6 beta-arrestin recruitment; O00574; CHO-K1 PathHunter CXCR6 beta-arrestin, luminescence; inhibition, % at 20 µM; hit rate 0.36% among 360,000; AID 602244; in the data active = inhibition above about 34%, passing the limit was not always enough;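 note: antagonist mode with CXCL16 agonist at 10 nM final; 0% = 10 nM CXCL16 with DMSO and 100% = unstimulated wells without agonist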
Target sequence (O00574 whole entry, looked up): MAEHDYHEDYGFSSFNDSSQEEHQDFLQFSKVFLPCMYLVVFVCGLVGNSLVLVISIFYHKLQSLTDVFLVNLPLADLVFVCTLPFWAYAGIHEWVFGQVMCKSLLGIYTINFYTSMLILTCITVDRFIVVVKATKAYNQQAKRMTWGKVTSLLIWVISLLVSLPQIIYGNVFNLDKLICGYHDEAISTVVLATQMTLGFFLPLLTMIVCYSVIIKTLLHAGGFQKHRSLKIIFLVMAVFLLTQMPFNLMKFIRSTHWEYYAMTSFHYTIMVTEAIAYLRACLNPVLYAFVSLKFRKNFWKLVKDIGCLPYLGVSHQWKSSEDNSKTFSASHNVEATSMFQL
NR3A LBD binder: modulates the human NR3A ligand-binding domain; NR3A LBD differential scanning fluorimetry, Tm shift; 0% = protein alone, 100% = glycine-bound protein; Tm shift relative to glycine control, % at 25 µM; hit rate 2.5% among 340,000; AID 1259313;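 active = melting temperature shift of at least 10% of the positive control shift, at one fixed dose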
MPTP block: blocks calcium-induced mitochondrial swelling. isolated mouse mitochondria, Ca2+ swelling absorbance, 30 min. inhibition, % at 10 µM. hit rate 1.4% among 360,000. AID 602449;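 active = inhibition of 50% or more, scaled per plate between neutral and stimulator controls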;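 note: 0% = DMSO wells given calcium and 100% = 1 mM EGTA wells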
CCR6 antagonist: antagonists of human CCR6 receptor. P51684. CHO-K1 CCR6 PathHunter beta-arrestin, luminescence, CCL20-stimulated. inhibition, % at 20 µM. hit rate 0.49% among 340,000. AID 493098;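 active = compounds whose inhibition of the agonist-driven luminescence signal at 20 µM reaches about 50%, limit read from the data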;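 note: cells stimulated with CCL20 at 14 nM final; plate controls were DMSO with CCL20 for no effect and DMSO without agonist for full effect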
Target sequence (P51684 whole entry, looked up): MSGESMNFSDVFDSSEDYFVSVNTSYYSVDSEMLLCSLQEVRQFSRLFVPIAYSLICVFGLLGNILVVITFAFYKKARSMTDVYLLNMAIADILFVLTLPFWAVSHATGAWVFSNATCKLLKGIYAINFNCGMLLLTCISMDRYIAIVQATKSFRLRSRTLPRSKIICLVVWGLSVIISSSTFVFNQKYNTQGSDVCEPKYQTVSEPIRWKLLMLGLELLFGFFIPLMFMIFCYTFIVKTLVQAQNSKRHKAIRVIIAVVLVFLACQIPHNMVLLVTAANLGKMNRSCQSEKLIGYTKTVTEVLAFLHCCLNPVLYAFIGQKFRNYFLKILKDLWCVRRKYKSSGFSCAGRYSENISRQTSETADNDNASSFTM
* = called active by the depositor; x = no result given.

SMILES	EBI2 antag	Gli-Sufu antag	A3G deaminase	A3A deaminase	CXCR6 inh	NR3A LBD binder	MPTP block	CCR6 antagonist
COc1ccc(S(=O)(=O)N2CCOCC2)cc1NC(=O)CC(C)c1ccccc1 (centres undefined)	3	-4	-2	2	-5	2	-0.5	-5
N=c1c(-c2nc3ccccc3[nH]2)cc(C(=O)c2cccs2)nn1-c1ccccc1	12	8	-5	-2	2	-15	91*	15
Cc1ccc(-c2cc(C(=O)Nc3nn[nH]n3)c3ccccc3n2)cc1	-9	3	-8	2	5	2	-1.1	-2
C=CC[C@H](CC(=O)N(CCO)Cc1ccccc1)C(=O)N[C@H](COC(=O)[C@@H](CC=C)CC(=O)OC(C)(C)C)c1ccccc1	11	15	-9	-3	19	0	0.3	20
O=C(CC1(O)C(=O)Nc2ccc(Br)cc21)c1ccc2c(c1)OCO2 (centres undefined)	3	6	-6	0	-1	-1	0.8	-9
Cc1cc(C)cc(NC(=S)/C(=C(\[O-])c2ccc(Cl)cc2Cl)[n+]2ccccc2)c1	12	-24	-1	-5	7	-1	-0.3	12
O=C(CN1C(=O)c2ccccc2S1(=O)=O)Nc1ccc(S(=O)(=O)N2CCCC2)cc1	-10	-5	1	4	6	4	-2.9	10
COCCNC(=O)CN(C(=O)c1ccc(N2CCCC2)nc1)c1ccc(F)c(Cl)c1	-10	-3	-4	-3	-2	-2	1.1	4
CCOCCCNCc1c(Cl)cccc1Cl	-19	2	-3	-2	1	-3	-0.4	-8
COc1ccc2[nH]c3nc(SCC(=O)Nc4ccc5c(c4)OCO5)nnc3c2c1	5	5	0	3	-3	2	1.2	-9
CC(C)(C)N=C1NC(=NC(C)(C)C)c2ccccc21	13	11	-2	-1	8	-7	9.6	4
Cc1ccc(C2N(c3nccs3)C(=O)C3CCCN32)cc1 (centres undefined)	-7	0	0	-1	-1	1	0.5	8
CCC(C)c1ccccc1NC(=O)COC(=O)c1ccc2c(c1)S(=O)(=O)c1ccccc1C2=O (centres undefined)	0	-1	-7	-4	-20	-7	-1.5	-5
CCn1nc(C(=O)NNC(=O)c2ccccc2OCc2c(C)noc2C)c2ccccc2c1=O	-6	-12	-9	-3	4	-2	1.1	2
COC(=O)C1=C(C)N(CCc2ccc(OC)cc2)C(=O)C1	9	1	2	-2	-5	1	-1.8	-2
CC(=O)Nc1ccc(S(=O)(=O)Oc2cccc(N3C(=O)C4CC=CCC4C3=O)c2)cc1 (centres undefined)	-15	15	-2	-7	-5	3	4.1	-34
CC1(C)Cc2nc(N3CCOCC3)c(C#N)cc2CO1	-4	0	-3	11	4	1	0.2	2
CN(C)CCN=Cc1c(O)n(Cc2ccccc2)c(=O)c2ccccc12	-9	9	-6	-1	-4	0	0.1	0
N=c1ccn(Cc2ccccc2Cl)cc1	-2	25	-6	-2	-10	-1	0.7	-7
Cc1cccc(N2CCN(C(=O)Cc3ccc(-n4c(=O)[nH]c5ccsc5c4=O)cc3)CC2)c1C	4	27	-4	-2	-2	-2	-3.2	-7
COc1ccc(CCC(=O)Nc2ccc(C)c([N+](=O)[O-])c2)cc1	29	-4	-7	-1	-1	0	-0.2	-1
CC(=O)Nc1ccc(NC(=O)C2CCCN(S(=O)(=O)c3ccc(-n4cnnn4)cc3)C2)cc1 (centres undefined)	-8	-12	-6	-2	4	-1	-1.1	-1
COc1ccc(F)cc1S(=O)(=O)N1CCN(c2ccccn2)CC1	-6	33	0	6	0	2	-0.3	5
CC(CCCC(C)(C)O)NCCO (centres undefined)	0	-2	-4	-2	2	-1	-0.9	-6
CCCCOC(=O)CCCN1C(=O)/C(=C2\SC(=S)N(CCCC(=O)OCCCC)C2=O)SC1=S	-2	2	-4	-3	-22	1	1.4	9
Cc1cccc(NC(=O)CC2C(=O)NCCN2C(=S)Nc2ccccc2)c1 (centres undefined)	-3	0	-6	-3	-1	-9	-0.2	-2
Cc1ccc(/C=N/NC(=O)CCCOc2ccc(Cl)cc2Cl)cc1	21	-10	1	1	5	12*	2.3	1
COc1ccc(OC)c(C2C(C(=O)c3ccco3)=C(O)C(=O)N2CCN2CCOCC2)c1 (centres undefined)	-3	x	-5	-7	5	x	-0.1	x
COc1ccc(NC(=O)C2CCCN(S(=O)(=O)c3ccc4c(c3)CC(C)N4C(C)=O)C2)cc1 (centres undefined)	-7	4	4	3	-5	-1	0.3	0
CCCCC(C(=O)NC(=O)NCc1ccccc1)N1C(=O)c2ccccc2C1=O (centres undefined)	-4	7	-2	-4	3	-1	-2.2	9

Filtered by structure, the compounds so far with a Cl atom.
SMILES	EBI2 antag	Gli-Sufu antag	A3G deaminase	A3A deaminase	CXCR6 inh	NR3A LBD binder	MPTP block	CCR6 antagonist
Cc1cc(C)cc(NC(=S)/C(=C(\[O-])c2ccc(Cl)cc2Cl)[n+]2ccccc2)c1	12	-24	-1	-5	7	-1	-0.3	12
COCCNC(=O)CN(C(=O)c1ccc(N2CCCC2)nc1)c1ccc(F)c(Cl)c1	-10	-3	-4	-3	-2	-2	1.1	4
CCOCCCNCc1c(Cl)cccc1Cl	-19	2	-3	-2	1	-3	-0.4	-8
N=c1ccn(Cc2ccccc2Cl)cc1	-2	25	-6	-2	-10	-1	0.7	-7
Cc1ccc(/C=N/NC(=O)CCCOc2ccc(Cl)cc2Cl)cc1	21	-10	1	1	5	12*	2.3	1

Continuation:
SMILES	EBI2 antag	Gli-Sufu antag	A3G deaminase	A3A deaminase	CXCR6 inh	NR3A LBD binder	MPTP block	CCR6 antagonist
CC(=O)C(Sc1nc(N2CCOCC2)nc(N2CCOCC2)n1)C(=O)Nc1ccccc1 (centres undefined)	6	x	-5	-4	-6	-3	2.2	-1
Cc1coc2c1c(C)cc1oc(=O)c(Cc3ccccc3)c(C)c12	17	7	-7	-4	-4	2	3.1	-8
Cc1noc(N)c1C(=O)Nc1ccccc1F	5	6	-9	-4	-9	7	-0.9	-10
O=C(CN(C1CC1)S(=O)(=O)c1ccc(S(=O)(=O)NC2CCCCC2)cc1)Nc1ccccc1	10	2	x	x	-6	-1	0.6	20
O=C(COc1ccc(S(=O)(=O)N2CCOCC2)cc1)NCc1ccco1	-3	-6	0	1	-2	2	-0.3	7
O=c1cc(N2CCCCC2)nc2n1CCCS2	-5	-9	-2	-2	-10	-2	-1.5	16
OCCNC(=S)Nc1ccc2nsnc2c1	-1	1	31	-6	-1	5	-5.0	11
O=C(CN(Cc1ccccc1)S(=O)(=O)c1ccc(Br)cc1)NCC1CCCO1 (centres undefined)	2	9	-6	-2	7	-6	-0.4	0
CC(C)CCNC(=O)CN(C(=O)CCC(=O)Nc1ccccn1)c1ccc(F)c(Cl)c1	-6	7	-11	2	5	-1	-0.1	5
CCOC(=O)CNC=C(C(=O)OCC)C(=O)OCC	-4	2	-1	4	4	-2	-1.7	6
O=c1[nH]nc(-c2ccc(F)cc2)cc1Cc1ccccc1	10	-2	-5	-2	6	-1	1.9	20
CSCC[C@H](NC(=O)c1ccc(Cl)c(S(=O)(=O)N2CCCC2)c1)c1nc2ccccc2[nH]1	-10	-5	11	45*	7	-17	10	28
O=C(CSc1nnc2n1CCCN2)c1ccccc1	0	-10	9	4	-18	0	0.5	4
NS(=O)(=O)c1ccc(NC(=O)COc2cccc3ccccc23)cc1	-4	-7	-1	4	-8	16*	0.6	6
Cc1cc(C)c(C(=O)CSc2nnc(C)s2)c(C)c1	-3	25	-2	-3	2	-1	-0.2	3
CC(C)(C)C(=O)Nc1ccc(C(=O)CSc2nnc(C3CC3)n2C2CC2)cc1	1	5	-3	2	-7	1	0.9	6
Cc1ccccc1NC(=O)COC(=O)c1ccc(S(C)(=O)=O)c([N+](=O)[O-])c1	-5	8	-5	-1	32	5	0.8	22
CSCC[C@H](NC(=O)C1CCN(S(=O)(=O)c2ccc(C)cc2)CC1)C(=O)NC1CCS(=O)(=O)C1 (some centres undefined)	-2	-3	1	2	1	1	0.5	21
CC(C)Oc1ccc(C(=O)OC(C)C(=O)Nc2nc(-c3cccc([N+](=O)[O-])c3)cs2)cc1 (centres undefined)	-8	-23	0	1	0	1	9.4	8
CCC(=O)NC(c1ccccc1)c1nc2ccccc2[nH]1 (centres undefined)	-5	-15	-2	0	4	1	-0.4	-2
O=C(NC1CCN(S(=O)(=O)c2ccc(Cl)c(F)c2)CC1)c1cccnc1	-3	-2	-3	-4	-3	-4	-1.0	6
Cc1ccc(S(=O)(=O)CCC(=O)OCC(=O)Nc2cc(F)ccc2C)cc1	-9	2	10	3	-10	2	1.7	5
FC(F)Oc1ccc(NC(=S)Nc2ccc3cn[nH]c3c2)cc1	53*	-9	3	3	3	17*	21	-3
CCOC(=O)C1CCN(C(=O)c2sc3nc(C)nc(N4CCC(C)CC4)c3c2C)CC1	14	13	-3	3	10	-3	3.6	4
CC1CCN(C(=O)c2ccccc2NC(=O)c2cccc(S(=O)(=O)N3CCOCC3)c2)CC1	-15	-6	x	x	-2	0	-2.0	8
O=C(C1CCCN(S(=O)(=O)c2ccccc2)C1)N1CCCCCC1 (centres undefined)	-6	5	-7	3	12	-4	11	6
COC(=O)c1ccc(Cn2cnc3c(cnn3-c3ccc(F)cc3)c2=O)o1	-1	1	0	2	-3	4	-5.2	14
CC(=O)Nc1ccc2c(c1)nc(CCN1CCN(C)CC1)n2C	-15	0	3	1	2	1	-1.0	-6
O=C(CC(C(=O)O)c1ccccc1)c1cccs1 (centres undefined)	-2	-3	-2	-1	6	1	0.1	2
Cc1cc(/C=C(\C#N)C(=O)NCCc2c[nH]c3ccccc23)c(C)n1C	11	4	-9	9	12	-3	-0.5	19
CC1CCN(Cc2cc(=O)oc3cc(O)c(Cl)cc23)CC1	0	7	0	1	-1	-1	-1.0	-1
Cc1scc(C(=O)N/N=C/c2ccsc2)c1C	-7	-68	-4	2	4	7	-0.3	0
CCOc1ccc(NC(=O)CN(C)C(=O)c2ccccc2SCc2c(C)noc2C)cc1OCC	-6	0	-13	-2	-10	0	-1.2	-5
CCN(Cc1ccccc1)S(=O)(=O)c1ccc(C(=O)N2CCN(c3nc4ccccc4s3)CC2)cc1	19	47	-4	-1	1	0	5.3	11
CCOC(=O)c1c(C)[nH]c(C)c1C(=O)COC(=O)C1CC(=O)N(CCc2ccccc2)C1 (centres undefined)	-4	1	-5	-1	6	4	-1.0	2
Cc1cc(C)nc(/N=C(/NC(=O)c2ccccc2)Nc2ccccc2)n1	-3	3	1	-1	11	1	-1.7	5
CC1CCN(c2ccc3nnc(CCC(=O)Nc4ccc(F)c(F)c4)n3n2)CC1	-3	16	-2	0	3	2	1.3	2
CCOC(=O)C1(CCOc2ccccc2)CCN(Cc2ccc(OCC)c(CO)c2)CC1	3	14	x	x	8	-2	40	12
CC(=O)Nc1ccc(S(=O)(=O)N[C@@H](C)C(=O)OCc2cc([N+](=O)[O-])cc3c2OCOC3)cc1	-3	0	-1	1	2	0	1.2	6
CC(C)(C)C(=O)Nc1ccc(NC(=O)c2ccco2)nc1	-6	80*	-6	-3	5	0	-1.4	0
O=C1C=CC(=O)N1Cc1ccccc1	3	-1	17	7	90*	-1	30	107*
N#Cc1ccc(OCC(=O)NC2CCCCCC2)cc1	-3	1	-6	-5	-3	0	-0.4	18
CC[C@]12c3[nH]c4cc(-c5ccco5)ccc4c3CCN1C(=O)[C@@H](CC(=O)NCCC1=CCCCC1)C[C@@H]2C(=O)N1CCN(C(=O)c2ccco2)CC1	9	2	8	4	6	-3	0.0	20
COc1ccc(C(=O)CC(=O)C(=O)Nc2c(C)cccc2C)cc1	5	5	1	-2	29	0	1.3	26
Cc1ccc(C)c(NC(=O)CSc2nnc(-c3ccncc3)o2)c1	-2	5	-10	-5	2	1	1.8	1
CC1CCN(CCCNC(=O)c2ccc(N3CCCC3=O)cc2)CC1	0	-7	-2	2	-2	2	-0.6	-1
NS(=O)(=O)c1ccc(NC(=O)c2cc(=O)c3ccccc3o2)cc1	7	0	-7	-3	3	2	-1.0	8
O=C(N/N=C/c1ccccc1OC(=O)c1ccc2c(c1)OCO2)c1cccc(F)c1	-16	-10	-5	0	-1	0	1.7	22
